High-throughput results (PubChem)
NR2E3 ag-1 – human photoreceptor-specific nuclear receptor agonism; Q9Y5X4; CHO-S Gal4-NCOR/VP16-NR2E3 two-hybrid, luciferase; inhibition of corepressor binding, % at 3.98 µM; hit rate 0.35% among 360,000; AID 602229;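 active = inhibition above the mean of all tested compounds plus 3 SD, cut at about 70% in these data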;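 note: 0% = DMSO with NR2E3 transfected cells and 100% = cells lacking NR2E3 construct; higher means lower luciferase signal from less NR2E3 corepressor binding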
Target sequence (Q9Y5X4 whole entry, looked up, the tested form may be a part): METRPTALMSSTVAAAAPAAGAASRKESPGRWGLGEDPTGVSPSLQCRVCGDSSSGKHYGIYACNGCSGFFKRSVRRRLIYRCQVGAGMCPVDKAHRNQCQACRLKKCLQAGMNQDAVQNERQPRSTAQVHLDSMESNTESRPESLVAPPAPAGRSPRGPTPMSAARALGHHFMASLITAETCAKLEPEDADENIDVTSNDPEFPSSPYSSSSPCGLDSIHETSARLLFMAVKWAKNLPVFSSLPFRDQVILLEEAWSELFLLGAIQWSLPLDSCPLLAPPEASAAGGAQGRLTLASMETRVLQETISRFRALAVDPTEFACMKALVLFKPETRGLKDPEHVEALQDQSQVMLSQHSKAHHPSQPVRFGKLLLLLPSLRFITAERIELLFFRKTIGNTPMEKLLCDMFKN
hiPSC survival – increases survival of single human iPS cells. survival enhancement, % at 20 µM. hiPSC single-cell survival, ATPlite luminescence; 100% = ROCK inhibitor wells, 0% = DMSO. hit rate 0.044% among 360,000; in the data active = survival enhancement above about 18%;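 note: cells exposed to compounds for 16 hours before the ATP read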
CF NFkB block – cystic fibrosis NF-kB activation inhibition; KKLEB NF-kB-GFP reporter, PAF-induced, GFP fluorescence overnight; hit rate 0.86% among 360,000; inhibition, % at 5 µM;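 active = at least 50% inhibition at 5 µM, scaled per plate between neutral and stimulator controls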;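 note: PAF is a Pseudomonas aeruginosa culture filtrate used as stimulus; plate controls were PAF-stimulated DMSO wells for no effect and unstimulated DMSO wells for full effect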
NR2E3 ag-2 – NR2E3 (human) agonism; GST-NR2E3/biotin-RetCOR TR-FRET, 1536-well; inhibition of corepressor binding, % at 4.78 µM; hit rate 0.12% among 320,000; AID 2300;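 active = percent inhibition above the cutoff of mean plus 3 SD of all tested compounds, set per screening campaign, cut at about 20% in these data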;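 note: 0% = DMSO wells and 100% = biotin wells as full block of FRET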
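Material: NR2E3–RetCOR corepressor complex / Incubation: Compound–protein incubation for 5 h at 4 °C / Dosing: compound at 4.8 µM, single dose / Detection: time-resolved FRET / Benchmarks: high control biotin, low control 0.6% DMSO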
Shn3 3UTR inh – reduces Shn3 3'UTR luciferase signal in osteoblasts | Clone20 osteoblast Shn3 3'UTR firefly luciferase, 24 h | inhibition, % at 12.5 µM | hit rate 0.52% among 360,000 | AID 588674;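 active = mean inhibition of at least 75% with every replicate also reaching 75%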;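 note: 0% = median of neutral control wells and 100% = pilot-screen positive control compound; some compounds past the cut are filed as inactive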
TRAIL sens C8 – caspase-8 TRAIL sensitization; hit rate 1% among 360,000; inhibition (viability loss, TRAIL sensitization), % at 10 µM; NB7+C8 cells + TRAIL, ATPlite viability luminescence;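 active = compounds causing at least 50% loss of cell viability in the single-dose screen, relative to plate controls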
LMP1 NFkB inh – reduces LMP1-driven NF-kappaB luciferase signal; LMP1-induced NF-kappaB luciferase reporter cells, luminescence; inhibition, % at 12.5 µM; hit rate 0.69% among 350,000; in the data active = inhibition above about 41%;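 note: 0% = neutral control wells and 100% = reference inhibitor control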
HIF-2a inh – HIF-2a inhibition. 786-0 RCC cells HIF-2a reporter, luciferase luminescence, overnight. inhibition, % at 18.8 µM. hit rate 0.72% among 360,000;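 active = inhibition of the luminescence signal of 40% or more relative to plate controls, in a single-dose primary screen at 18.75 µM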
TRPM1 prom inh – MITF TRPM1 promoter inhibition in SK-MEL-5 cells | inhibition, % at 12.5 µM | AID 488899 | hit rate 0.83% among 330,000 | SK-MEL-5 TRPM1 promoter luciferase, 24 h;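 active = mean inhibition across replicates of 60% or more, whatever share of single replicates reaches that level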; note: values of inactives mirror those of a sister screen read the other way
Peg3 promoter – Peg3 promoter activity inhibition; HeLa PEG-Prom luciferase reporter, luminescence, overnight; inhibition, % at 20 µM; hit rate 1.7% among 360,000; AID 588405;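 active = inhibition of at least 50% at 20 µM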
KKLEB cytotox – counter-screen for CF NF-kB inhibitors: cytotoxicity | KKLEB CF airway cells viability, ATPlite luminescence, overnight; active compounds read low; cells stimulated with P. aeruginosa culture filtrate | hit rate 0.36% among 360,000 | activity change (cytotoxicity), % at 5 µM;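 active = corrected activity change at or below -50% at 5 µM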
* marks the source's active call; other numbers are inactive results; nt = no result given. A portion of the library; count on the stated rates, not on these rows.

nr	structure	NR2E3 ag-1	hiPSC survival	CF NFkB block	NR2E3 ag-2	Shn3 3UTR inh	TRAIL sens C8	LMP1 NFkB inh	HIF-2a inh	TRPM1 prom inh	Peg3 promoter	KKLEB cytotox
1	Cc1cc(C)nc(NC2=NCCN2C(=S)Nc2c(C)cccc2C)n1	-20	-0.6	18	0	-2	-1	5	6	-3	9	-6
2	C=CCn1c(SCc2c(C(=O)OC)sc(N)c2C(=O)OC)nnc1-c1ccc(Br)cc1	-24	1.9	-15	1	5	-3	6	34	-7	25	14
3	COc1ccc(Br)cc1CNC(=O)C1CCN(C(=O)N(C)C)CC1	11	0.4	1	-3	1	-2	-12	10	5	-1	7
4	CC1CCCCN1C(=O)Cn1c(=O)oc2ccccc21 (configuration not stated)	-10	-2.4	-5	2	-5	23	4	16	15	12	0
5	COc1cc(/C=N/NC(=O)c2ccc3c(c2)OCCO3)cc(Cl)c1O	-11	-0.5	1	-2	-19	43	9	-62	-9	-23	-2
6	c1ccc(-c2nnc(SCC3CCCO3)nc2-c2ccccc2)cc1 (configuration not stated)	-15	-0.4	-8	5	2	-1	-4	9	6	24	-3
7	O=C(NCC1CC1)c1cc(-c2ccccc2)nn1CC1CC(c2cccnc2)=NO1 (configuration not stated)	16	-2.0	-30	0	-2	-5	0	10	-7	6	10
8	Cc1cc(C(=O)Nc2ccc(S(=O)(=O)N3CCOCC3)cc2)ccc1[N+](=O)[O-]	-24	4.4	-18	3	15	28	-1	21	-9	8	1
9	O=C(NCCCN1CCOCC1)C1Nc2ccc(OC(F)(F)F)cc2C2C=CCC12 (configuration not stated)	-11	0.1	17	1	-3	10	-2	8	5	8	-11
10	C/C(=C\C(=O)c1ccc(Cl)cc1)NCc1ccc2c(c1)OCO2	1	-1.5	-10	3	-2	-12	1	-55	-5	-63	-8
11	COC(=O)c1ccccc1NC(=O)CSc1ncn[nH]1	-3	-0.7	5	-1	8	-1	-3	14	2	10	18
12	COc1ccc(/C=N/NC(=O)c2ccc(=O)[nH]n2)cc1OC	-5	3.3	-6	0	-13	31	3	2	-8	4	26
13	COc1ccc(NC(=O)COC(=O)c2ccc([N+](=O)[O-])o2)cc1Cl	4	-0.2	0	1	-19	-4	-3	8	10	-4	4
14	Cc1cccc(C)c1OCC(=O)N(Cc1ccc(Cl)cc1)C1CCS(=O)(=O)C1 (configuration not stated)	-12	-0.4	-10	4	-21	21	0	4	4	15	10
15	CCN(C[C@H]1N[C@@](Cc2ccccc2)(C(=O)OC)[C@H]2C(=O)N(C)C(=O)[C@@H]12)C(=O)c1ccc(F)cc1	17	-0.9	-6	nt	-1	5	2	1	-7	9	-3
16	CN(C)/C=C/C(=O)c1ccc(Oc2ccccc2)cc1	-18	-1.4	22	6	-19	19	-5	-215	-57	-291	-4
17	COc1ccc(Cc2nnc(NC(=O)Nc3ccc(C)cc3)s2)cc1OC	-46	0.1	15	-1	-10	-16	-8	-163	-39	-188	-7
18	COCCCNC(=O)c1ccccc1NS(=O)(=O)c1ccc(C)cc1	-18	1.4	12	-1	-7	7	2	11	4	20	-6
19	COC(=O)Cc1ccc(NC(=S)N2CCN(C)CC2)cc1	-15	-1.2	15	2	-29	-2	24	-43	-7	-46	-14
20	CN(CC(=O)NCc1ccco1)S(=O)(=O)c1ccc2c(c1)n(C)c(=O)c(=O)n2C	-12	0.7	11	3	6	-15	-7	9	12	0	11

4 entries from above, set out differently:
[12] COc1ccc(/C=N/NC(=O)c2ccc(=O)[nH]n2)cc1OC
  NR2E3 ag-1: -5; hiPSC survival: 3.3; CF NFkB block: -6; NR2E3 ag-2: 0; Shn3 3UTR inh: -13; TRAIL sens C8: 31; LMP1 NFkB inh: 3; HIF-2a inh: 2; TRPM1 prom inh: -8; Peg3 promoter: 4; KKLEB cytotox: 26

[13] COc1ccc(NC(=O)COC(=O)c2ccc([N+](=O)[O-])o2)cc1Cl
  NR2E3 ag-1: 4; hiPSC survival: -0.2; CF NFkB block: 0; NR2E3 ag-2: 1; Shn3 3UTR inh: -19; TRAIL sens C8: -4; LMP1 NFkB inh: -3; HIF-2a inh: 8; TRPM1 prom inh: 10; Peg3 promoter: -4; KKLEB cytotox: 4

[14] Cc1cccc(C)c1OCC(=O)N(Cc1ccc(Cl)cc1)C1CCS(=O)(=O)C1 (configuration not stated)
  NR2E3 ag-1: -12; hiPSC survival: -0.4; CF NFkB block: -10; NR2E3 ag-2: 4; Shn3 3UTR inh: -21; TRAIL sens C8: 21; LMP1 NFkB inh: 0; HIF-2a inh: 4; TRPM1 prom inh: 4; Peg3 promoter: 15; KKLEB cytotox: 10

[15] CCN(C[C@H]1N[C@@](Cc2ccccc2)(C(=O)OC)[C@H]2C(=O)N(C)C(=O)[C@@H]12)C(=O)c1ccc(F)cc1
  NR2E3 ag-1: 17; hiPSC survival: -0.9; CF NFkB block: -6; NR2E3 ag-2: nt; Shn3 3UTR inh: -1; TRAIL sens C8: 5; LMP1 NFkB inh: 2; HIF-2a inh: 1; TRPM1 prom inh: -7; Peg3 promoter: 9; KKLEB cytotox: -3

Additional entries:
no. | molecule | NR2E3 ag-1 | hiPSC survival | CF NFkB block | NR2E3 ag-2 | Shn3 3UTR inh | TRAIL sens C8 | LMP1 NFkB inh | HIF-2a inh | TRPM1 prom inh | Peg3 promoter | KKLEB cytotox
21 | COc1ccc(Nc2nc(N3CCCC3)c3ccccc3n2)cc1 | 51 | -4.4 | -36 | 7 | 87* | 47 | 25 | 6 | 15 | 60* | 1
22 | Cc1ccnc(NS(=O)(=O)c2ccc(NC(=O)c3ccc(S(=O)(=O)N(C)C)cc3)cc2)n1 | -7 | 2.3 | 2 | 1 | 4 | 0 | 4 | 16 | -34 | -152 | 11
23 | CC(NCc1ccc(S(N)(=O)=O)cc1)C(=O)N1c2ccccc2CC1C (configuration not stated) | -22 | -0.1 | 0 | -1 | 0 | -15 | -3 | 8 | -1 | 0 | 6
24 | COc1cccc(NC(=O)C(=O)NCC(c2ccco2)N2CCc3ccccc3C2)c1 (configuration not stated) | -6 | 0.4 | -12 | -4 | 6 | 19 | -2 | 21 | 2 | 6 | 16
25 | CCc1cc(-c2nnn(CCC3COCCO3)c2CC)cc(CC)c1-c1cn(Cc2ccccc2)nn1 (configuration not stated) | 2 | -4.2 | -14 | nt | 26 | 14 | -2 | -7 | nt | 9 | 10
26 | CC[C@@H](C)[C@H](NS(=O)(=O)c1ccc(C)cc1)C(=O)N1CCC(C(=O)NCC(=O)O)CC1 | -17 | 0.1 | 17 | 1 | -21 | 3 | 1 | 6 | 5 | 8 | -7
27 | CCC(CC)CN1CCN=C1N(C)C | 2 | 4.9 | -4 | 0 | -33 | -5 | -3 | 3 | 8 | 7 | 8
28 | O=C(CSc1ccc(Cl)cc1)NN=C1CCCCCC1 | -3 | -1.0 | -1 | 1 | -11 | 0 | -8 | 11 | -1 | -9 | 3
29 | CC(=O)c1cccc(NC(=O)CCC(=O)Oc2ccc(C)cc2)c1 | 13 | -0.5 | 11 | 1 | 15 | -5 | -8 | 9 | 6 | 7 | -9
30 | CCC(NC(=O)N(Cc1ccccc1)Cc1ccc2c(c1)OCO2)(C(F)(F)F)C(F)(F)F | -16 | -1.8 | 2 | 0 | 1 | -15 | 0 | -5 | 9 | 2 | 21
31 | COc1ccccc1NC(=O)CSCc1nc2ccccc2[nH]1 | -6 | -0.9 | 8 | 2 | -11 | 7 | 6 | 14 | 12 | 21 | 2
32 | COCCn1c(C)cc(C(=O)COC(=O)c2cc3c(s2)CCC3)c1C | -3 | -1.8 | 0 | -2 | -67 | 23 | -12 | -144 | -12 | -220 | 7
33 | Cc1ccc(C(=O)Nc2cccc(-c3ccc(N4CCOCC4)nn3)c2)cc1[N+](=O)[O-] | -36 | -0.4 | -4 | 0 | -73 | 48 | -15 | -258 | -97 | -117 | -9
34 | CC(C(=O)O)C(=O)O | -17 | 2.0 | -4 | 9 | -5 | -11 | -2 | 11 | -9 | 7 | 2
35 | O=C(/C=C/c1ccco1)NC(=S)Nc1cc(-c2nc3ccccc3s2)ccc1Cl | -119 | -1.0 | 0 | -2 | -118 | 4 | -48 | -178 | 9 | -214 | 4
36 | COc1ccccc1CNc1nc2nc3c(c(=O)n2[nH]1)CCC3 | -20 | -3.0 | 3 | 2 | 8 | -4 | -8 | 2 | -2 | 3 | 0
37 | CCC(=O)NC(c1ccc(OC)cc1)c1c(O)ccc2ccccc12 (configuration not stated) | -53 | -1.4 | 26 | 0 | -9 | -6 | -6 | 10 | 23 | 21 | -12
38 | CCOc1ccc(NC(=O)[C@@H]2CCC(=O)N2C2OC(=O)c3ccccc32)cc1 (some centres not stated) | 1 | 1.8 | -12 | -3 | 4 | 2 | 1 | -2 | -6 | -11 | 14
39 | O=C(CN(CC1CCCO1)C(=O)CCC(=O)Nc1nccs1)NCc1ccccc1 (configuration not stated) | 15 | 1.1 | 6 | 0 | 9 | 0 | 8 | 7 | 5 | 2 | -4
40 | CCOc1cc(/C=N/NC(=O)c2ccc(O)cc2)ccc1Oc1nc(Cl)ncc1F | -11 | -1.9 | 4 | 5 | 1 | 5 | -1 | 20 | -2 | 13 | 0
41 | CC1Cc2ccccc2N1C(=O)c1cnc2ccccn2c1=O (configuration not stated) | 14 | 1.2 | -4 | -1 | -2 | 5 | 1 | -1 | 9 | -4 | 16
42 | O=C(CCc1ccccc1)NC(=S)Nc1ccccc1Br | -75 | 0.9 | -10 | 2 | 4 | 0 | 4 | -47 | -15 | -8 | -1
43 | O=C(NNc1ncnc2c1cnn2-c1cccc(Cl)c1)c1ccco1 | -27 | -0.3 | -12 | 1 | -18 | 5 | -1 | -65 | -19 | -37 | 12
44 | CNC(=S)N/N=C(\C)c1ccc(C(C)(C)C)cc1 | 15 | 0.5 | -13 | 0 | -16 | -4 | -1 | -20 | -1 | -8 | 18
45 | CN(c1ccc(C(=O)COC(=O)C2CC2)cc1)S(C)(=O)=O | -37 | 4.0 | 1 | nt | -2 | -5 | 2 | -22 | -80 | -133 | 0
46 | CC(C)[C@H](N)c1nnc2n1N=C(c1ccc(Cl)cc1)CS2 | -21 | 0.3 | 5 | -1 | 6 | -4 | 1 | 15 | 11 | 15 | -10
47 | CCSc1cc(C)nc2ncnn12 | -3 | -2.0 | 4 | 3 | -10 | -3 | 0 | 21 | 3 | 15 | 0
48 | Cc1cc2cc(CN(Cc3cccs3)Cc3nnnn3CC3CCCO3)c(=O)[nH]c2cc1C (configuration not stated) | 10 | -1.8 | -8 | 1 | 17 | -9 | 9 | 18 | -3 | 22 | 9
